Bioassay records (PubChem)
DT40 TDP1 CPT: growth inhibition of DT40 Tdp1-/-;hTDP1 cells with camptothecin (screen for TDP1 inhibitors) | Potency, µM (doses to about 46.2 µM), without a hit: top-dose activity change, negative = growth inhibition, actives largely listed as inhibitors | hit rate 12% among 420,000 | chicken DT40 Tdp1-/-;hTDP1 cells + 20 nM CPT, ATP luminescence, 48 h | AID 686979; also: nearly all actives have a fitted effect of over 55% in size
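Chicken DT40 Tdp1-/- cells stably complemented with human TDP1 were seeded at 400 cells/well in medium containing 20 nM camptothecin, exposed to pin-transferred compounds, and grown at 37 °C for at least 48 hr. Viability was read as ATP luminescence.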
TDP1 inh: blocks human tyrosyl-DNA phosphodiesterase 1 | Q9NUW8 | recombinant TDP1, AlphaScreen DNA substrate cleavage | Potency, µM (doses to about 130 µM), for inactives: at the highest dose activity change, negative = inhibition, hits mostly inhibitors | hit rate 0.28% among 350,000 | AID 485290; also: nearly all actives have a fitted effect of over 40% in size
Target sequence (Q9NUW8 whole entry, looked up): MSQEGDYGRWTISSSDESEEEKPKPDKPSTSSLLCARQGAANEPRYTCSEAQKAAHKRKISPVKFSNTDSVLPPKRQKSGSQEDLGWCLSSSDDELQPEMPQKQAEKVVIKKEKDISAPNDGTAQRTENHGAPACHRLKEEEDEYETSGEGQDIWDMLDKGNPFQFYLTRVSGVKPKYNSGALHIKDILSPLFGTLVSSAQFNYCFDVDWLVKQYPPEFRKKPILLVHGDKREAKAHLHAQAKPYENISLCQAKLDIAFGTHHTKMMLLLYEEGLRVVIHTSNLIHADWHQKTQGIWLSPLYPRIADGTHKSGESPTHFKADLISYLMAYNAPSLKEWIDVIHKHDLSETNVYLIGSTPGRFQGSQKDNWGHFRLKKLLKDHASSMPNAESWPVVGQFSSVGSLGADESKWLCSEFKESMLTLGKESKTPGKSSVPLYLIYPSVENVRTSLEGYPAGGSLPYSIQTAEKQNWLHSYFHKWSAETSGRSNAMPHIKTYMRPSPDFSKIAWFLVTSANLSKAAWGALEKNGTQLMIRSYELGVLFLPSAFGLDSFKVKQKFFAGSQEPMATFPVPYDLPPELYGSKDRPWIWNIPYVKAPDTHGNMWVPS
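Tdp1 1 nM final; 15 min RT w/ cpd; substrate 15 nM, 5 min; beads 10 ug/ml, 10 min; AlphaScreen read. Neg ctrl: no enzyme.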
DT40 TDP1 no CPT: qHTS for Inhibitors of human tyrosyl-DNA phosphodiesterase 1 (TDP1): qHTS in cells in absence of CPT. DT40 Tdp1-/- hTDP1 cells, no CPT, ATP luminescence, 48 h. Potency, µM (top dose mostly 46.2 µM), for inactives: top-dose activity change, negative = growth inhibition, actives largely listed as inhibitors. hit rate 15% among 420,000. AID 686978, 2013; also: nearly all actives have a fitted effect of over 55% in size
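Growth kinetics read by CellTiter-Glo luminescence after ≥48 hr at 37 °C. Cells: DT40 Tdp1-/- stably carrying human TDP1, 400 per well, compound exposure in the absence of CPT (DMSO vehicle).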
Starred values were filed as active, the others as inactive; u = inconclusive; x = not tested or not shown; [ ] = remark or other dose. Calls follow the shape of the dose curve; as a rule, active = well fitted curve in the direction sought with a large enough effect; inconclusive = small, poorly fitted or top-dose-only effect, or another doubt; inactive = no such curve, though single readings can be large; an effect the other way counts as inactive or inconclusive. % is scaled to controls: 0 for no effect and ±100 for the full control effect; potency is read from the fitted curve at half-maximal effect.

The opening five compounds as a preview:
structure,DT40 TDP1 CPT,TDP1 inh,DT40 TDP1 no CPT
CC(C)CCC(C(=O)NC(C)c1ccccc1)C(=O)NC(C)c1ccccc1 (stereo not given),1%,x,-5%
CCOc1ccccc1CNC(=O)Cc1ccc(NC(=O)N2CCCCc3ccccc32)cc1,12µM*,6%,9.2µM*
O=C(COc1ccc(Br)cc1)N(Cc1nnc(-c2ccccc2Cl)o1)C1CC1,23µM*,x,23µM*
COc1ccc(CC(=O)NCc2ccc(F)cc2)cc1S(=O)(=O)N1CCOCC1,-27%,1%,-8%
COc1ccc(OCC(O)CNC(=O)c2sccc2Cl)cc1 (stereo not given),2%,0%,0%

Main list (from the top)
structure,DT40 TDP1 CPT,TDP1 inh,DT40 TDP1 no CPT
CC(C)CCC(C(=O)NC(C)c1ccccc1)C(=O)NC(C)c1ccccc1 (stereo not given),1%,x,-5%
CCOc1ccccc1CNC(=O)Cc1ccc(NC(=O)N2CCCCc3ccccc32)cc1,12µM*,6%,9.2µM*
O=C(COc1ccc(Br)cc1)N(Cc1nnc(-c2ccccc2Cl)o1)C1CC1,23µM*,x,23µM*
COc1ccc(CC(=O)NCc2ccc(F)cc2)cc1S(=O)(=O)N1CCOCC1,-27%,1%,-8%
COc1ccc(OCC(O)CNC(=O)c2sccc2Cl)cc1 (stereo not given),2%,0%,0%
C=CCCC(=O)N1CCCC(Cc2cccc(Cl)c2)(C(=O)OCC)C1 (stereo not given),u,x,u
CCOC(=O)C1CCCN(C(=O)CSc2nc(C)cc(C)n2)C1 (stereo not given),1%,-3%,-12%
Cc1cccc(OCCNC(=O)c2cc(-n3cnnc3)ccc2Cl)c1,-1%,6%,2%
Cc1ccccc1-n1c(SC(C)C(N)=O)nnc1-c1cccnc1 (stereo not given),-6%,4%,-8%
Oc1ccc(Cl)cc1N=Nc1ccccc1,-21%,9%,-28%
COc1cc(C2C(C(=O)c3cccs3)=C(O)C(=O)N2c2cc(C)on2)ccc1O (stereo not given),-1%,0%,-7%
Cc1nc(N)sc1N=Nc1ccc(F)cc1,u,11%,u
CSc1ccc(S(=O)(=O)Nc2ccc(F)cc2)cc1,u,2%,u
CC1(C(=O)NCc2ccc(F)c(F)c2)Cc2c(-c3ccc4c(c3)OCO4)ccnc2O1 (stereo not given),4.1µM*,x,2.9µM*
COc1ccc(/C=C/C(=O)OC2CCCCC2CN(C)C)cc1 (stereo not given),0%,6%,-5%
COc1ccccc1-n1cnnc1SCC(=O)N1CCN(S(=O)(=O)c2ccccc2)CC1,-22%,8%,-25%
COc1cc2c(cc1OC)[C@H](C)N(CC1C(=O)O[C@@H]3C[C@@]4(C)CCC[C@H](C)[C@@]45OC5[C@H]13)CC2 (stereo not given in full),-26%[9.04 µM],6%,u
COc1cccc(CNC(=O)[C@@H](C)N2C(=O)N3CCc4c([nH]c5ccc(OC)cc45)C3(C)C2=O)c1 (stereo not given in full),15µM*,x,16µM*
CCN1CCN(c2nc(Nc3ccccc3)nc(N)c2[N+](=O)[O-])CC1,-8%,-1%,-1%
Cc1ccc(S(=O)(=O)C(CNC(=O)COc2ccc(Cl)cc2)c2ccco2)cc1 (stereo not given),23µM*,8%,u
O=C(OCc1ccccc1)C1CCN(S(=O)(=O)c2cccs2)CC1,-29%,x,-3%
CCCOc1ccc(-c2nc(C#N)c(NCC3CCCO3)o2)cc1 (stereo not given),-30%,4%,u
CCC1CCCCN1Cc1c(O)ccc2c(=O)c(Oc3ccccc3Cl)c(C(F)(F)F)oc12 (stereo not given),u,0%,u
COc1ccc(-c2csc(C(O)c3cccc(OC)c3)n2)cc1 (stereo not given),12µM*,x,u
COc1ccc(NC(=O)CN(C)C(=O)c2ccc3ccccc3n2)cc1,-1%,-5%,-24%
O=S(=O)(NCc1ccc2c(c1)OCO2)c1ccc2c(c1)oc1ccccc12,-4%,4%,-1%
CC1(c2nnc(-c3ccc(F)cc3)o2)CC(c2ccc(F)cc2)=NO1 (stereo not given),u,0%,u
CCCN1C(=O)c2ccc(C(=O)NC3=NCCS3)cc2C1=O,-6%,0%,-8%
Cc1cccc(OCC(=O)Nc2ccc(N3CCN(C(=O)c4ccco4)CC3)cc2)c1C,u,5%,u
CCN(CC)C(=O)CSc1nnc([C@H](Cc2c[nH]c3ccccc23)NC(=O)OC(C)(C)C)o1,-6%,6%,-21%
CC(c1ccccc1)n1cc(C(=O)NCC2CCCO2)nn1 (stereo not given),-8%,0%,1%
Cc1ccc(OCC(=O)NC(C)c2ccccc2)cc1C (stereo not given),u,1%,u
COc1ccc(CCN2CC(C(=O)N(C)Cc3cccnc3)CC2=O)cc1OC (stereo not given),-18%,-4%,4%
Cc1cc(C)cc(NC(=O)CCn2cnc3cc(C)c(C)cc32)c1,-11%,2%,u
COc1ccc(/C=C(\NC(=O)c2ccc(OC)cc2)C(=O)N2CCCCC2)cc1,-30%,2%,-7%
CC(=O)N1CCc2cc(Br)cc(S(=O)(=O)N3CCC(C(=O)Nc4cccc(C)c4C)CC3)c21,-1%,5%,-23%
O=C(C[n+]1cc[nH]c1)c1ccc(Cl)cc1,-14%,x,-20%
COc1cc2c(cc1NC(=O)COC(=O)C(CCSC)NC(=O)c1ccccc1Cl)oc1ccccc12 (stereo not given),u,2%,u
Cc1ccc2oc(=S)n(C)c2c1,9%,-1%,10%
COC(=O)c1ccc(NC(=O)C(=O)NCCc2csc(-c3ccc(F)cc3)n2)cc1,-20%,-2%,-2%
N#CC1=C(N)Oc2ccc3ccc(O)cc3c2C1c1cccnc1 (stereo not given),-6%,3%,-17%
O=C(c1cccc([N+](=O)[O-])c1)N1CCCC(C(=O)N2CCc3ccccc3C2)C1 (stereo not given),-14%,0%,u
COCc1ccc(C(=O)N(C)CC2CCCN(CCc3ccccc3F)C2)o1 (stereo not given),-19%,3%,-15%
COc1ccc(/C=C/c2nc(C#N)c(NCc3ccc(F)cc3)o2)cc1OC,u,7%,u
CCCCOc1ccccc1C1CC(=O)Nc2cc(OC)c(OC)cc21 (stereo not given),u,6%,u
CCCCc1c(O)nc2sccn2c1=O,-2%,2%,7%
O=c1ccnc(SCc2ccccc2Cl)[nH]1,-8%,7%,-8%
CC(=O)c1c(C)n(-c2cccc(Cl)c2)c2ccc(OC(=O)c3ccccc3)cc12,u,-2%[12.3 µM],29µM*
COc1ccc(-c2ccc3c(c2)S(=O)(=O)c2cccc(C(=O)NC[C@@H]4CCCO4)c2C3=O)cc1OC,u,-3%,u
COc1ccc(C#Cc2cnc3c(c2)C(=O)N([C@@H](C)CO)C[C@@H](C)[C@@H](CN(C)CC2CCOCC2)O3)cc1,18µM*,x,21µM*
Nc1ccc(C(O)(C(F)(F)F)C(F)(F)F)cc1,-7%,1%,12%
Cc1ccc(C(=O)N2CCC(C)CC2)cc1C,-19%,2%,-15%
Cn1ccnc1SCC(=O)Nc1cccc(C(F)(F)F)c1,-2%,7%,0%
N#Cc1c(C(F)(F)F)cc(-c2cccs2)nc1SCC(=O)Nc1cccc(Cl)c1,-26%,-4%,-25%
C=CC[C@@H](CC(=O)N(CCO)Cc1ccccc1)C(=O)NCCOC(=O)[C@@H](CC=C)Cc1ccc(F)cc1,21µM*,0%,13µM*
Cn1c(=O)n(C)c2cc(NC(=O)c3ccc(F)cc3)ccc21,6%,3%,-2%
COC(=O)c1ccc(NC(=O)CC2C(=O)N(c3cccc(OC)c3)C(=O)N2Cc2cccs2)cc1 (stereo not given),u,-6%,u
CC(C)NC(=O)Nc1ccc2c(c1)C(=O)N([C@H](C)CO)C[C@H](C)[C@@H](CN(C)S(=O)(=O)c1ccccc1)O2,-9%,1%,-5%
CC(C)CNC(=O)Nc1ccccc1F,-4%,6%,5%
CCOC(=O)C(O)(CC(=O)c1ccc(OC)cc1)C(F)(F)F (stereo not given),-2%,-2%,-8%

3 entries out of the list, arranged by number of heavy atoms, descending.
structure,DT40 TDP1 CPT,TDP1 inh,DT40 TDP1 no CPT
COc1ccc(C#Cc2cnc3c(c2)C(=O)N([C@@H](C)CO)C[C@@H](C)[C@@H](CN(C)CC2CCOCC2)O3)cc1,18µM*,x,21µM*
N#Cc1c(C(F)(F)F)cc(-c2cccs2)nc1SCC(=O)Nc1cccc(Cl)c1,-26%,-4%,-25%
CC(C)CNC(=O)Nc1ccccc1F,-4%,6%,5%

Continuation:
structure,DT40 TDP1 CPT,TDP1 inh,DT40 TDP1 no CPT
CCOC(=O)Cc1csc(N/N=C\c2ccccc2OC)n1,-18%,5%,-16%
C=CCNC(=S)N1CC2(C)CN(C(=S)NCC=C)CC(C)(C1)C2=O,2%,-3%,3%
Cc1nc(C)c(C(=O)OCC(=O)NCc2ccccc2)s1,5%,0%,-29%
COc1cccc(C(=O)N2CCN(C(=O)c3cccc4ccccc34)CC2)c1OC,u,4%,u
Cc1nc2ccc(NC(=O)N3CCN(c4ccccn4)CC3)cc2s1,-12%,9%,-26%
COc1ccc([C@H]2C[C@@H](n3cc(-c4ccc(F)cc4)nn3)[C@H](O)CN2C(=O)C2CCCCC2)cc1,u,x,8.2µM*
CCOc1ccc(-c2cn3c(n2)sc2cc(C(=O)NC4CCCc5ccccc54)ccc23)cc1 (stereo not given),12µM*,0%,5.2µM*
CC1CCCCN1C(=O)Cc1ccc(F)cc1 (stereo not given),2%,0%,3%
Cc1cccc(NC(=O)C2CCCN(S(=O)(=O)c3cccc4nonc34)C2)c1C (stereo not given),u,0%,u
Cc1[nH]n(-c2ccccc2)c(=O)c1N=Nc1ccccc1C(=O)O,u,7%,u
COC(=O)c1[nH]c2ccc(Br)cc2c1NC(=O)C(C)N1CCN(C2CCCCC2)CC1 (stereo not given),5.2µM*,4%,16µM*
O=C(c1cccn2c(=O)c3cc(Br)ccc3nc12)N1CCN(c2ccccn2)CC1,-30%,4%,u
Cc1ccc(CNC(=O)CCS(=O)(=O)c2ccc(Cl)cc2)cc1,-7%,-3%,-13%
Cc1cc(C)n(C(=O)CSc2nc3ccccc3o2)n1,-6%,7%,-1%
Cc1cc(C)n(-c2ccc(C(=O)N3CCN(S(=O)(=O)c4ccc(Cl)cc4)CC3)cc2)n1,u,3%,-17%
O=[N+]([O-])c1ccc(Sc2ccc(F)cc2)nc1,-28%,x,-7%
O=C(c1cccc(S(=O)(=O)Nc2cccc(C(F)(F)F)c2)c1)N1CCOCC1,-21%,4%,-14%
CCN1C(=O)CC(N2CCN(c3ccc(OC)cc3)CC2)C1=O (stereo not given),1%,2%,-5%
Cc1cccc(NC(=O)c2cc(-c3ccc(C)s3)nc3ccccc23)n1,18µM*,-4%,13µM*
C=C(C)CN(CC)C(=O)CN1C(=O)NC2(CCc3ccccc32)C1=O (stereo not given),-3%,1%,14%
CC(=O)n1cc(C2CC(=O)OC3=C2CC(=O)C(C)(C)C3)c2ccccc21 (stereo not given),u,x,u
Nc1ccc(C(=O)NC23CC4CC(CC(C4)C2)C3)cc1,-2%,2%,u
Cc1ccc(C(=O)OCc2cn(-c3ccccc3)nn2)cc1,15%,-15%,-19%
CCS(=O)(=O)c1ccc2c(c1)N(S(C)(=O)=O)CC(C(=O)NCCOC)O2 (stereo not given),-4%,-6%,-11%
COc1ccc(NC(=O)NC2(C)CCS(=O)(=O)C2)cc1 (stereo not given),0%,1%,-2%
Cc1cc(C)c(S(=O)(=O)c2cccc(C)c2C)c(=O)[nH]1,11%,x,-6%
CC(=O)C[C@H](O)CC(=O)[C@H]1OC(=O)CCCCCc2ccccc21,1%,0%,-10%
COC(=O)c1sccc1-n1cccc1C(=O)C(=O)Nc1ccc(F)cc1,10%,-3%,-10%

In another format: two of the compounds above
Order of values: DT40 TDP1 CPT, TDP1 inh, DT40 TDP1 no CPT
> COc1ccc(NC(=O)NC2(C)CCS(=O)(=O)C2)cc1 (stereo not given)
 : 0%, 1%, -2%
> Cc1cc(C)c(S(=O)(=O)c2cccc(C)c2C)c(=O)[nH]1
 : 11%, x, -6%
